Source: PubChem BioAssay
Growth percent in the NCI-60 one-dose screen (48 h, 10 µM unless noted): 100 = growth as untreated, 0 = no growth, -100 = all killed.
HL-60(TB): HL-60(TB) leukemia cells. actives 9% (n = 78,000). AID 1794776; active = growth percent below 10
The depositor's hits bear a star; & = joins results of further samples; ! = not active in a repeat.

SMILES	HL-60(TB)
CNc1ncnc2c1ncn2-c1ccccc1	86
NC(=O)NC(=O)NC(=O)c1ccccc1	103
O=C1SC2=Nc3c(sc4ccc(Cl)cc34)C(c3ccc4ccccc4c3)N2C1=O (stereo unspecified)	104
CCOC(=O)c1[nH]c2ccccc2c1Cl	102
O=[N+]([O-])c1cc2c(c([N+](=O)[O-])c1)Nc1ccccc1O2	70
CCOC(=O)C1CCC(=O)C1 (stereo unspecified)	97
CCC1(Oc2ccccc2)C(=O)NC(=O)NC1=O	120&87
O=C(N/N=C/c1ccc(Cl)cc1Cl)c1ccccc1SSc1ccccc1C(=O)N/N=C/c1ccc(Cl)cc1Cl	110
Cc1ccc(S(=O)(=O)NCCNc2nc(Nc3ccc(N4CCN(C)CC4)cc3)nc3ccsc23)cc1	86
NNC(=O)CNC(=O)c1ccccc1I	57
C=C(C)C(=O)OCC(O)C[N+](C)(C)C (stereo unspecified)	93
O=C(O)C1C(c2ccccc2)=C1c1ccccc1	95

In another format: 4 of the compounds above
| SMILES | HL-60(TB) |
| --- | --- |
| NC(=O)NC(=O)NC(=O)c1ccccc1 | 103 |
| O=C1SC2=Nc3c(sc4ccc(Cl)cc34)C(c3ccc4ccccc4c3)N2C1=O (stereo unspecified) | 104 |
| CCOC(=O)c1[nH]c2ccccc2c1Cl | 102 |
| O=[N+]([O-])c1cc2c(c([N+](=O)[O-])c1)Nc1ccccc1O2 | 70 |

(listing goes on)
SMILES	HL-60(TB)
Cc1ccccc1-c1nc(SCC(=O)N2CCN(c3ccccc3)CC2)n[nH]1	90
COC(=O)Cc1cc(O)cc2oc(-c3ccc(O)c(OC)c3)cc(=O)c12	96
CCS(=O)(=O)c1ccc(OC)c(N)c1	104
CCCCNC(=O)Oc1ccc(/C(=C(/C)Cc2ccc(OC)cc2)c2ccc(OCCN3CCCCCC3)cc2)cc1	34
Cc1ccccc1C(C(=O)Cl)(c1ccccc1)c1ccccc1C	92
Fc1cccc(-n2ncc3c(Nc4ccc(-c5nnc(Nc6ccccc6)s5)cc4)ncnc32)c1	99
COc1cc(C2NC(=O)NC(C)=C2C(=O)OC(C)C)ccc1O (stereo unspecified)	99
O=C(O)c1cn(C2CC2)c2cc(N3CCN(Cc4n[nH]c(=S)n4-c4ccccc4)CC3)c(F)cc2c1=O	97
O=C(CCN1CCC2CCC(C2)C1)c1ccccc1 (stereo unspecified)	94
CC(C)Nc1ccncc1CO	82
CC(C)C(=O)c1ccc(Cl)s1	100
C[C@]12C/C(=C/O)C(=O)C[C@@H]1CC[C@@H]1[C@@H]2CC[C@]2(C)OC(=O)/C(=C\O)C[C@@H]12	97
COCCOC(=O)C1=C(C)NC(=S)N(C(C)=O)C1c1ccc2c(c1)OCO2 (stereo unspecified)	98
NS(=O)(=O)c1cn(-c2ccc([N+](=O)[O-])cc2[N+](=O)[O-])ccc1=O	108
O=C(Nc1ccc2c(ccn2C(=O)c2cccc(F)c2)c1)c1cccnc1	110
COc1ccc(-c2c[se]c(Nc3ccccc3)n2)cc1	103
COc1cc(C2=NOC(c3ccc(N(C)C)cc3)C2)cc(OC)c1OC (stereo unspecified)	93
O=C(Cn1cc(CSc2nc3ccccc3o2)nn1)Nc1cccc(Cl)c1	106
O=c1[nH]c(=S)[nH]c(O)c1/C=C1\C=Nc2ccccc21	90
CCCn1ccnc1C(O)c1ccc(OCc2ccccc2)c(OC)c1 (stereo unspecified)	97
CCS(=O)(=O)C1C(=O)N(C)C(S(=O)(=O)CC)C(=O)N1C (stereo unspecified)	106
CC(C)(Cl)C(=O)Oc1c(Cl)cc(Cl)cc1Cl	101
COc1ccc2c(c1)O/C(=C\c1ccccc1O)C2=O	94
Nc1c(Br)cc([N+](=O)[O-])cc1[N+](=O)[O-]	68
O=c1/c(=C/c2ccc(Cl)cc2Cl)sc2nc(-c3ccccc3)nn12	92
C=CCNc1ncnc2nc[nH]c12	101
CC/C=C/C(C(=O)OCC)(C(=O)OCC)C(C)CC (stereo unspecified)	90
CO[C@H]1C[C@H](O[C@H]2[C@H](C)[C@@H](OC3O[C@H](C)C[C@H](N(C)C)[C@H]3O)[C@@H](C)C[C@]3(CO3)C(=O)[C@H](C)[C@@H](O)[C@@H](C)[C@@H](C)OC(=O)[C@@H]2C)O[C@@H](C)[C@@H]1O (stereo partly specified)	103
COc1cc2oc(-c3cccc(NC(=O)[C@H](CC(N)=O)NC(=O)OC(C)(C)C)c3)cc(=O)c2c(OC)c1OC	67
CC1=CC(=O)[C@]2(OC3O[C@@H](C)[C@H](O)[C@@H](O)[C@H]3O)C=CO[C@@H](O[C@@H]3O[C@H](CO)[C@@H](O)[C@H](O)[C@H]3O)[C@H]12 (stereo partly specified)	99
COc1cccc(NC(=O)Nc2ccc(Oc3ncnc4[nH]c(C)c(C)c34)cc2)c1	88
C1CCN(CC2CCCCN2)CC1 (stereo unspecified)	118
CCOC(=O)CCC1(C(=O)OCC)Oc2ccc(Cl)cc2C1=O (stereo unspecified)	59
NC(=O)c1c(Br)n(C2OC(CO)C(O)C2O)c2ncnc(N)c12 (stereo unspecified)	-37*
COc1ccc2c(c1)c(C1(O)CC(CSC#N)OC1=O)cn2C(=O)c1ccc(Cl)cc1 (stereo unspecified)	95
COc1ccc(-c2nc3c(c(-c4ccc(Cl)cc4)nn3-c3ccccc3)c(-c3ccccc3)c2C#N)cc1	114
CCn1nc(C#Cc2c(C)ccc3c(Nc4ccc(Cl)cc4)nccc23)c2c(N)ncnc21	-16*
C=C(C)[C@@H]1CC[C@]2(C)[C@H](CC=C3[C@@H]4[C@H](C)[C@@H](C)CC[C@]4(CO)CC[C@]32C)[C@@]1(C)CCCN	-45*
Cc1c/c(=N\NC(=O)Nc2ccc(F)cc2)oc2cc(O)ccc12	87
CCOC(=O)c1ccc(Cc2ccc(C(=O)OCC)o2)o1	82
O=S(=O)(/N=C1C=C/C(=N\S(=O)(=O)c2ccccc2)c2ccccc2\1)c1ccccc1	100
Cc1ccc(S(=O)(=O)OC2CCN(C(=O)OCc3ccccc3)CC2)cc1	122
COC(=O)c1cc([N+](=O)[O-])c(C)c(C)n1	94
Cc1cccc(-n2c(SCC(=O)Nc3ccc(S(=O)(=O)Nc4cc(C)on4)cc3)nc3ccccc3c2=O)c1	116
CN=S(=O)(NC(=O)c1ccc(Cl)cc1Cl)c1ccc(Br)s1 (stereo unspecified)	108
N#CC(Cc1ccccc1)c1ccccc1 (stereo unspecified)	67
O=C(NC1C(O)OC(CO)C(O)C1O)NS(=O)(=O)c1ccc([N+](=O)[O-])cc1 (stereo unspecified)	101
COc1ccc2c(c1)Oc1nc(N)c(C#N)c(N)c1C2Sc1ccc(O)cc1 (stereo unspecified)	9.8*
OC(c1ccccc1)C(NCCNCc1ccccc1)c1ccccc1 (stereo unspecified)	63
CN(C)CCCN1c2ccccc2Sc2ccc(F)cc21	93
COc1ccc2c(ccc(=O)n2C)c1	113
CC(=O)/C=C/C1=C(C)CCCC1(C)C	92
CC[C@@H](C(=O)[C@@H](C)[C@@H](O)[C@H](C)[C@@H]1O[C@@H]([C@@H](CC)C(=O)O)CC[C@@H]1C)C1O[C@]2(C=CC(=O)[C@]3(CC[C@@](C)([C@H]4CC[C@](O)(CC)[C@H](C)O4)O3)O2)[C@H](C)C[C@@H]1C (stereo partly specified)	-33*
Nc1cccc(-c2nc3sccn3c2-c2ccnc(NCCNS(=O)(=O)c3ccc(Cl)cc3)n2)c1	112
COc1ccc(N=C2NN=C(c3ccc(F)cc3)CS2)cc1OC	84
O=S(=O)(NCCCNc1nccc(-c2c(-c3cccc(O)c3)nc3occn23)n1)c1ccc(C(F)(F)F)cc1	100
S=C(Nc1ccccc1)Nc1ccc(Nc2ncnc3sc4c(c23)CCOC4)cc1	89
COc1ccc(/C=C2\C(=O)N=C3N2NC(C#N)(C/C=C/c2ccccc2)C(=O)N3c2ccccc2)cc1 (stereo unspecified)	99
c1ccc(C(c2ccccc2)[n+]2ccccc2)cc1	88
CC(C)C(=O)Nc1ccc(-c2nc(-c3cccc(OCCN4CCOCC4)c3)c(-c3ccnc(Br)c3)[nH]2)cc1	-28*
Next results
SMILES	HL-60(TB)
C/C(=N/NC(N)=S)c1sc(Nc2cccc(Cl)c2)nc1C	65
N#Cc1c2c(c(N)[nH]c1=O)C(=O)NC2(O)c1ccccc1 (stereo unspecified)	94
CN(N=Nc1ccccc1C(=O)O)C1CCCCC1	100&99
CCc1ccc(NC(C)=O)cc1	60
CC(=O)c1ccc(N2CN(c3ccc(F)cc3)CC3=C2CC(C)(C)CC3=O)cc1	52
COc1ccc(CN2CCc3c(nc(N)nc3Sc3ccc(C(C)C)cc3)C2)c(OC)c1	62
COc1cc2nc(-c3ccc(NC(=O)/C=C/c4ccc(F)cc4)cc3)sc2c(OC)c1OC	114
CCC(O)C(CCN(C)C)(c1ccccc1)c1ccccn1 (stereo unspecified)	112
CCN(CC)C(=O)C(c1ccccc1)C(O)(c1ccccc1)c1ccccc1 (stereo unspecified)	93
COc1ccc(C2CC(c3ccc(Cl)c(Cl)c3)=NN2c2ccccc2)cc1OC (stereo unspecified)	93
NC(=O)NCC1CCCCC1	91
CC12CCC3C4(C)COC(c5ccccc5Cl)OC4CCC3(C)C1CC(C1=CCOC1=O)O2 (stereo unspecified)	26
Cc1ccc2c(c1)NP(=S)(Oc1ccccc1)N2 (stereo unspecified)	98
CC(=O)Nc1ccc(-n2c(CO)nc3cc(-c4ccc(O)cc4)ccc32)cc1	45
Cc1ccc(NC(=O)Nc2ccc(-c3cccnc3)cc2N2CCC(CO)CC2)cc1	14
COc1ccc(CCN2C(=O)CCC3=C2CCC3=O)cc1OC	110
CN(C)COC(=S)SP(=O)(Oc1ccccc1)SC(=S)OCN(C)C	76
Cc1nn(-c2ccccc2)c2ncn(/N=C/c3cccc([N+](=O)[O-])c3)c(=N)c12	86
C=CCOC(=O)C(=O)OCC=C	69
Cc1n[nH]c(=O)n(/N=C/c2cccs2)c1=O	96
COc1ccc2c(c1)OC(O)(C(F)(F)C(F)(F)F)CC2=O (stereo unspecified)	101
CN(C)C(=S)SC(=S)N(C)C	94&103
O=C(O)C(C1CCCCC1)C1(O)CCCC1 (stereo unspecified)	117
CC(=O)SCC(C)C1CCC(C)C(SC(C)=O)C1 (stereo unspecified)	87
CC(C)C(=O)C(CCN(C)C)c1ccccn1 (stereo unspecified)	104
C/C=C/CC(C)C(O)[C@H](NC(=O)[C@@H]1CCCN1C(=O)C(C)(C)NC(=O)CCCCCCCCC)C(=O)N[C@@](C)(CC)C(=O)N[C@@H](CCC(N)=O)C(=O)N[C@H](CCC(N)=O)C(=O)NC(C)(C)C(=O)N[C@@](C)(CC)C(=O)N[C@@H](CCC(N)=O)C(=O)N[C@H](CC(C)C)C(=O)N[C@H](CO)CC(C)C (stereo partly specified)	-46*!
CC(C)CCSc1nc(-c2ccc(F)cc2)c(C#N)c(N2CCCCC2)n1	73
COc1ccccc1N=Nc1cc(S(=O)(=O)O)c2ccccc2c1O	73
O=C1NC(=O)C(c2coc3cc(Br)ccc23)=C1c1c[nH]c2ccccc12	13
CSc1ccc(C(=O)c2ccc(Cl)cc2)cc1	95
O=c1[nH]c2c(cc1S(=O)(=O)c1ccccc1)CCc1c-2cnn1-c1ccc(Cl)cc1	91
NC1=NN(O)C2=CC(Br)C=CC2=N1 (stereo unspecified)	71
Cc1ccc2c(c1)C(=O)/C(=C/c1ncc([N+](=O)[O-])n1C)O2	-13*
O=C1OC(=O)c2ccc(-c3ccc4ncn(C5CCCCC5)c4c3)c3cccc1c23	94
COc1ccc(NC(=O)COc2ccc(/C=C3/Oc4cc(OC)ccc4C3=O)cc2OC)cc1	99
C=C(C)[C@@H]1CC[C@]2(C(=O)O)CC[C@]3(C)[C@H](CC[C@@H]4[C@@]5(C)CCC(=O)NC(C)(C)[C@@H]5CC[C@]43C)[C@@H]12	106

Looked up by compound from above:
SMILES	HL-60(TB)
CC[C@@H](C(=O)[C@@H](C)[C@@H](O)[C@H](C)[C@@H]1O[C@@H]([C@@H](CC)C(=O)O)CC[C@@H]1C)C1O[C@]2(C=CC(=O)[C@]3(CC[C@@](C)([C@H]4CC[C@](O)(CC)[C@H](C)O4)O3)O2)[C@H](C)C[C@@H]1C (stereo partly specified)	-33*
COc1ccc2c(c1)c(C1(O)CC(CSC#N)OC1=O)cn2C(=O)c1ccc(Cl)cc1 (stereo unspecified)	95
CN(C)C(=S)SC(=S)N(C)C	94&103
Cc1n[nH]c(=O)n(/N=C/c2cccs2)c1=O	96
COc1cc2oc(-c3cccc(NC(=O)[C@H](CC(N)=O)NC(=O)OC(C)(C)C)c3)cc(=O)c2c(OC)c1OC	67
CCc1ccc(NC(C)=O)cc1	60
CCn1nc(C#Cc2c(C)ccc3c(Nc4ccc(Cl)cc4)nccc23)c2c(N)ncnc21	-16*

Next section:
SMILES	HL-60(TB)
CC(=C/c1ccccc1)/C=C1/SC(=S)N(C=C2C(=O)NC(=O)NC2=O)C1=O	99
O=C(/C=C/c1cc(-c2ccc3c(c2)OCO3)n[nH]1)c1ccc(Cl)cc1	93
NS(=O)(=O)c1cc(=O)[nH]c(=O)[nH]1	114
CCCSc1ncnc2[nH]ncc12	104
CC1=C(C(=O)Nc2cccc(C(F)(F)F)c2)C(c2ccc(Cl)cc2)C2=C(CC(C)(C)CC2=O)N1 (stereo unspecified)	72
O=C(/C=C/c1ccc(Cl)cc1)c1ccc(Nc2nc(NCCO)nc(N3CCOCC3)n2)cc1	99

Not all compounds are listed; count on the stated rates, not on these rows.
